High-throughput results from PubChem BioAssay.
CHRM5 PAM: positive allosteric modulators of human muscarinic M5 receptor; P08912; CHO-K1 hM5, Fluo-8 calcium, ACh EC20 PAM; 0% = ACh EC20, 100% = ACh EC100; activation, % at 3 µM; hit rate 0.3% among 360,000; AID 624038;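 active means activation above the run cutoff, the mean activation of all test compounds plus 3 SD, cut at about 18% in these data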
Target sequence (P08912 whole entry, looked up): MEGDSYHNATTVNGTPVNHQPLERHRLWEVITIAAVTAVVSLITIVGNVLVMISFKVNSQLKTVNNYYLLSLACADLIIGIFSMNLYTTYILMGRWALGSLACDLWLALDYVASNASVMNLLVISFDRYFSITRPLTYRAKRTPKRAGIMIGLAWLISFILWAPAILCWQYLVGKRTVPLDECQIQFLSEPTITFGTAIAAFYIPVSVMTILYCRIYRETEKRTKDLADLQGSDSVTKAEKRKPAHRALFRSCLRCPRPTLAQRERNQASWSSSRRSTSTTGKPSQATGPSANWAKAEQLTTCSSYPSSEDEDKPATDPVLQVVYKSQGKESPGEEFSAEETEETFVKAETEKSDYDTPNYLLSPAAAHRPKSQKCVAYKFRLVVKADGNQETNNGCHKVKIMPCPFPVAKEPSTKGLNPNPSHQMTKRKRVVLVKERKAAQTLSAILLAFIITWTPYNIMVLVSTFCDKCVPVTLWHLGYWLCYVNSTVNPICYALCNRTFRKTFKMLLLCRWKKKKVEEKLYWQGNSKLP
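Assay system: CHO-K1 hM5 cells / Incubation: Fluo-8 loading 80 min at 37 °C plus 30 min room temperature / Technique: Fluo-8 calcium dye fluorescence, kinetic read / Repeats: single replicate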
M1 ag parental: counter-screen for M1 agonists: effect in parental CHO-K1 cells. Fluo-8 calcium fluorescence; scaled to maximal ATP response, vehicle zero. hit rate 0.48% among 360,000. activation, % at 3 µM; in the data active means activation above about 15%;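 further: untransfected CHO-K1 host cells lacking M1 receptor as counterscreen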
M4 antag: antagonists of human muscarinic M4 receptor (CHRM4); AID 624125; inhibition, % at 3 µM; hit rate 0.73% among 360,000; CHO-hM4 cells, ACh EC80, Fluo-8 calcium fluorescence;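 active means inhibition above its plate's cutoff, the mean inhibition of sample wells plus 3 SD, cut at about 27% in these data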;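 further: 0% = acetylcholine EC80 with DMSO and 100% = DMSO without agonist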
M5 ag: agonists of human muscarinic M5 receptor (CHRM5); hit rate 0.19% among 360,000; activation, % at 3 µM; CHO-K1 hM5 cells, Fluo-8 calcium fluorescence; 0% DMSO wells, 100% maximal acetylcholine response;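 active means activation above the run's mean over test compounds plus 3 SD, cut at about 23% in these data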;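 further: signal is peak over basal fluorescence ratio across the kinetic read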
M4 PAM: potentiates acetylcholine response at human M4 receptor | CHO-K1 hM4/Gqi5, Fluo-8 calcium fluorescence, ACh EC20; 0% = ACh EC20, 100% = maximal ACh | activation, % at 3 µM | hit rate 0.4% among 360,000;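 active means activation above its plate's cutoff, the mean activation of sample wells plus 3 SD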; further: some results filed as inactive read as strong as hits
CHRM5 antagonist: antagonists of human muscarinic M5 receptor (CHRM5). P08912. CHO-hM5 cells, Fluo-8 calcium fluorescence, ACh EC80. inhibition, % at 3 µM. hit rate 0.59% among 360,000. AID 624040;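 active means inhibition above a per-plate cutoff, the mean of that plate's test compounds plus 3 SD, cut at about 27% in these data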;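 further: 0% = acetylcholine EC80 with DMSO and 100% = DMSO without agonist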
M1 PAM parental: nonselective activator or artifact in parental CHO-K1 calcium assay. activation, % at 3 µM. ATP EC20, Fluo-8 calcium fluorescence; 0% at ATP EC20, 100% at ATP max. hit rate 0.02% among 360,000. AID 602247;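 active means activation above the run cutoff, the mean activation of all test compounds plus 3 SD, cut at about 40% in these data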;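 further: peak over basal fluorescence ratio in a 140 s read after ATP addition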
CHO-K1 Ca antag: nonselective inhibitor or artifact in parental CHO-K1 cells | hit rate 0.6% among 360,000 | ATP-induced calcium, Fluo-8 fluorescence | inhibition, % at 3 µM;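 active means inhibition above a per-plate cutoff, the plate's mean sample inhibition plus 3 SD, cut at about 24% in these data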;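 further: 0% = DMSO plus EC80 ATP and 100% = DMSO alone without ATP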
CHRM4 agonist: agonists of human muscarinic M4 receptor (CHRM4); hit rate 0.14% among 360,000; CHO-K1 hM4/Gqi5, Fluo-8 calcium fluorescence; vehicle 0%, full acetylcholine response 100%; activation, % at 3 µM;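 active means activation above the run mean over all test wells plus 3 SD, cut at about 32% in these data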;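 further: peak over basal fluorescence ratio per well then scaled between controls; 0% = DMSO wells and 100% = acetylcholine at EC100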
* marks the source's active call; other numbers are inactive results.

SMILES	M1 PAM parental	CHO-K1 Ca antag	M1 ag parental	CHRM5 PAM	M5 ag	M4 PAM	CHRM5 antagonist	CHRM4 agonist	M4 antag
CCCCCC(=O)NCC(C)NC(=O)CCCCC (centres undefined)	11	-10	-0.1	-1	-1	7	8	0	2
COc1ccccc1CN(C)CC(=O)Nc1cccc2ccccc12	19	-3	-0.5	-6	-6	0	16	1	-3
Cn1c(=O)[nH]c(=O)c2c1nc(CN1CCN(c3ccc(F)cc3)CC1)n2CCc1ccccc1	2	2	-0.2	-2	1	0	3	0	4
CCN(CC(=O)NCc1ccc(F)cc1)C(=O)COc1ccccc1[N+](=O)[O-]	-6	-1	0.4	4	1	4	-1	2	-10
COc1ccc(C)cc1-n1c(N)c(C#N)c(C#N)c1-c1ccc(OC)c(OC)c1OC	10	-11	0.2	-8	-3	-2	2	0	11
O=S(=O)(NC1CCCCC1)c1ccc(F)c2ccccc12	20	-6	0.5	-5	-6	-1	-7	-3	-3
Cc1ccc(F)c(NC(=O)c2cncn2-c2ccccc2)c1	10	-12	0.2	1	-3	0	-9	1	-13
O=C1CN(Cc2ccccc2)CC(=O)N1	14	-2	5.2	4	0	2	3	1	-3
Cc1ccc(CNC(=O)CNC(=O)c2ccc(Br)o2)cc1	6	-1	0.2	-5	-6	7	12	1	-16
CCCc1[nH]nc2c1C(c1cn[nH]c1-c1ccc(F)cc1)C(C#N)=C(N)O2 (centres undefined)	23	-9	1.3	2	-1	22	4	1	-11
COC(=O)C(Cc1cnc(Cl)s1)(C(=O)OC)c1ccc(C(F)(F)F)cc1[N+](=O)[O-]	3	10	2.3	-33	-11	-8	3	5	6
CCOc1ncccc1C(=O)NCCN1C(=O)S/C(=C/c2cccs2)C1=O	11	5	2.2	-2	1	0	-7	3	-6
COc1ccc(C(=O)OCC(=O)Nc2c(C)n(C)n(-c3ccccc3)c2=O)cc1OC	10	-15	0.4	-3	1	-1	0	0	1
COC(=O)C1=C(C)NC(C)=C(C(=O)OC)C1c1ccco1	6	-3	19*	-1	-1	-5	8	1	0
CCOC(=O)c1c(NC(=O)COC)sc(C(C)=O)c1C	7	-8	-0.4	-4	-1	8	5	-1	6
CC(C)(C)N(Cc1ccc2c(c1)OCO2)C(=O)/C=C\S(=O)c1ccccc1 (centres undefined)	30	-20	3.0	7	4	0	1	2	2
CC1(C)CC(=O)C(C=NCC(N)=O)=C(O)C1	-3	-7	0.4	0	1	-1	1	1	-5
COc1ccc(-c2cc(C(=O)N/N=C/c3cccnc3)c3cc(C)cc(C)c3n2)cc1	5	-8	0.3	-1	-4	8	15	2	-8
CCOCCCNC(=O)/C(C#N)=C/c1ccc(Cl)c([N+](=O)[O-])c1	-2	-8	0.6	4	5	5	2	4	-3
CC(=O)c1cccc(NC(=O)c2cnccn2)c1	-20	23	0.0	2	4	-2	8	0	-5

Random excerpt: 3 entries already listed.
SMILES	M1 PAM parental	CHO-K1 Ca antag	M1 ag parental	CHRM5 PAM	M5 ag	M4 PAM	CHRM5 antagonist	CHRM4 agonist	M4 antag
CCCCCC(=O)NCC(C)NC(=O)CCCCC (centres undefined)	11	-10	-0.1	-1	-1	7	8	0	2
CCOCCCNC(=O)/C(C#N)=C/c1ccc(Cl)c([N+](=O)[O-])c1	-2	-8	0.6	4	5	5	2	4	-3
COc1ccc(C(=O)OCC(=O)Nc2c(C)n(C)n(-c3ccccc3)c2=O)cc1OC	10	-15	0.4	-3	1	-1	0	0	1

Further compounds
SMILES	M1 PAM parental	CHO-K1 Ca antag	M1 ag parental	CHRM5 PAM	M5 ag	M4 PAM	CHRM5 antagonist	CHRM4 agonist	M4 antag
Cc1ccccc1Nc1c(-c2ccccc2)nc2ncccn12	4	-4	0.5	7	0	9	2	2	12
CCN(c1ccc(C)cc1C)S(=O)(=O)c1nnc(NC(=O)C(C)C)s1	0	-1	6.7	-11	2	-9	10	19	-1
O=C(CSc1ncnc2ccccc12)NC1CCS(=O)(=O)C1 (centres undefined)	9	-19	0.4	-7	2	2	-4	2	-10
O=C(Nc1ccc(Cl)cc1Cl)N1CCN(c2ncccn2)CC1	6	-15	1.8	2	-1	2	11	4	0
CNC(=O)c1cccc(NC(=O)c2ccccc2OCc2ccccc2)c1	16	-20	6.2	-9	2	-9	7	14	-8
O=S(=O)(Nc1nc2ccccc2nc1N1CCc2ccccc2C1)c1ccc(Br)cc1	14	5	1.7	0	2	-7	-7	3	-8
COc1cc(/C=C(\C#N)c2ccccn2)ccc1OCc1ccc(Cl)cc1	15	-6	1.1	3	-3	0	-7	4	-8
CCc1nc2c(OCc3c(C)noc3C)cccn2c1N(C=O)Cc1ccc(OC)cc1	41*	-10	-1.1	11	3	0	10	-2	-7
Cc1cccnc1NC(=S)NCCc1ccccc1	2	-2	1.6	11	-6	6	-1	1	9
COc1ccc(C(=O)NNC(=O)C23CC4CC(CC(C4)C2)C3)c(OC)c1	21	-12	2.3	-7	-3	-2	19	2	9
CCOc1ccc(NC(=O)Cc2ccc(NC3=NC4CS(=O)(=O)CC4S3)cc2)cc1 (centres undefined)	11	2	4.1	-10	2	-4	9	16	-8
CC1CCCCC1N1CN=C(Nc2nc3ccccc3s2)NC1 (centres undefined)	11	-25	2.6	-2	1	11	-3	5	-9
CC1=C(C(=O)Nc2ccccc2C)C2(CCCC2)C(C(N)=O)C(=O)N1 (centres undefined)	22	-25	0.1	2	1	11	2	1	-5
O=C(Cc1ccccc1[N+](=O)[O-])N1CCc2ccccc2C1	-8	19	-0.6	-10	-4	3	20	0	2
Cc1ccccc1N(CC(=O)NCCSCc1ccco1)S(C)(=O)=O	14	-14	0.8	-1	2	3	-10	3	-3
CC(C)P(=O)(c1cccc(C(=O)O)c1)C(C)C	4	-3	-0.1	0	2	0	3	0	8
CCOc1cc(C(=O)N2CCN(C/C=C/c3ccccc3)CC2)cc(OCC)c1OCC	11	-17	-0.8	1	-5	0	-1	-2	-8
CCN1CCN(C(c2cccs2)C(C)NS(=O)(=O)c2ccc(F)cc2)CC1 (centres undefined)	-2	8	0.0	-7	-5	3	2	0	-9
CC1(C2CC2)NC(=O)N(CC(=O)Nc2ccccc2F)C1=O (centres undefined)	3	-7	0.4	-3	-1	0	-1	0	4
C[C@@H](c1ccccc1)N1C[C@H](COCc2ccccc2)Oc2cc(N3CCC[C@H]3C(N)=O)ccc2S1(=O)=O	15	-15	2.1	3	0	11	3	3	-6
O=C(c1ccc([N+](=O)[O-])cc1)N(Cc1ccc(Cl)cc1Cl)N1C(=O)CCCC1=O	11	-18	-0.1	2	-1	0	-1	1	67*
Cc1ccc2[nH]cc(S(=O)(=O)c3ccc(C)c(C)c3)c(=O)c2c1	-11	17	-0.3	-1	-3	-4	12	-1	5
CCOC(=O)N1CCN(C(=O)CSc2ccc(C(=O)OC)cc2[N+](=O)[O-])CC1	25	-7	0.8	-2	-3	3	9	0	-7
CCCN1CCN(CCCNC(=O)C2CCCN(c3nnc(-n4cccc4)s3)C2)CC1 (centres undefined)	-6	5	-0.5	1	-5	-3	-3	0	-3
COc1ccccc1NS(=O)(=O)c1ccc2c(c1)N(C(C)=O)CC(C)S2 (centres undefined)	8	-11	12	-9	1	-2	15	11	-11
CCCNC(=O)c1ccc2c(=O)n(Cc3ccco3)c(=S)[nH]c2c1	-12	2	1.4	-3	1	-1	5	2	6
COc1cc(Cl)ccc1OCc1cc(C(=O)N2CCCCCC2)no1	21	-13	2.1	-3	-6	0	10	3	-22
O=C(NNS(=O)(=O)c1ccc(CCCl)cc1)C(O)(c1ccccc1)c1ccccc1	23	-3	1.5	-4	2	-5	-5	0	4
O=C(N/N=C\c1ccc(S(=O)(=O)O)o1)c1ccc2c(c1)OCO2	-2	-9	0.6	1	3	-2	7	1	10
COc1ccc(NC(=O)C2=C(C)NC(=O)NC2c2cccs2)c(OC)c1 (centres undefined)	9	-2	-0.2	-3	1	4	1	1	-11
Cc1ccc(NS(=O)(=O)c2ccc(C(=O)N3CCN(S(=O)(=O)c4ccccc4)CC3)cc2)cc1	-9	18	5.5	-18	2	-3	20	16	13
CCNC(=O)CC1SC(=Nc2ccc(Cl)cc2)N(CC)C1=O (centres undefined)	13	17	0.8	-5	0	-8	5	1	5
CSC[C@H](NC(=O)COc1cc2c(c3oc(=O)cc(C)c13)CCC(C)(C)O2)C(=O)O	3	-4	4.3	-1	0	0	15	-2	6
Cc1cnc(NC(=O)Nc2ccc(OCc3ccccc3)cc2)c(Br)c1	-12	-17	0.4	-4	-1	-2	4	1	9
CNC[C@H](CC1CCCCC1)NC[C@H](CO)NCCc1cccc(C(F)(F)F)c1	19	-6	2.6	7	1	-3	-14	8	5
O=C(NCc1ccco1)C1CC(c2c(Cl)cccc2Cl)=NO1 (centres undefined)	9	-15	0.2	-2	-3	3	7	1	5
O=C(COC(=O)c1ccc[nH]c1=O)NC1CCCCCCC1	5	-4	0.1	3	1	0	6	1	-2
Cc1ccc(NC(=S)Nc2cccc3cnccc23)cc1C	-3	9	-0.5	-4	-7	-5	10	-1	1
Cc1ccc(S(=O)(=O)N2CCCCC2)cc1C(=O)NC1CC(C)(C)NC(C)(C)C1	6	10	8.0	-1	1	8	5	0	-8
COc1ccc(CNS(=O)(=O)c2c(C)[nH]c(C)c2C(=O)N2CCCC2)cc1	16	-16	1.5	-2	-3	9	13	1	-8
O=S(=O)(Nc1ccc(Cl)cc1)c1cccc2nsnc12	-3	-26	1.0	-13	-10	-10	11	3	8
